TLR9-MyD88 inh: inhibitors of TLR9-MyD88 association in cells, primary screen, cell-based, CHO, BLA complementation, fluorescence; Toll-like receptor 9 (Homo sapiens) + Myeloid differentiation primary response protein …; CCF4 FRET ratio; inhibition, % at 4.98 µM; actives 0.21% (n = 340,000); AID 504734, 2011;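 active means inhibition above the mean over all tested compounds plus 3 SD, cut at about 21% in these data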;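 further: 0% = DMSO only wells and 100% = clavulanate BLA inhibitor control wells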
ABHD5 PLIN5 PPI: ABHD5-PLIN5 interaction inhibitors, primary screen, cell lysate, split luciferase complementation, luminescence | Perilipin-5 (Homo sapiens) + 1-acylglycerol-3-phosphate O-acyltransferase ABHD5 (Homo … | Split G. princeps luciferase complementation, 4 h | inhibition, % at 4 µM | actives 0.78% (n = 360,000) | AID 602281, 2012;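 active means inhibition above the mean inhibition across every tested compound plus 3 SD, cut at about 22% in these data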;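 further: 0% = DMSO only wells and the 100% control is not disclosed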
Cardio protect: cardioprotection against H2O2-induced cell death, primary screen, uHTS, H9c2 cells, ATPLite luminescence. H9c2 cardiomyocytes, H2O2 injury protection, 2 h. protection from H2O2 cell death, % at 20 µM. actives 0.63% (n = 360,000). AID 588492, 2011;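 active means compounds giving at least 50% protection of heart cells from peroxide-induced death in the single-dose screen, raw or plate-pattern-corrected value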;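 further: 0% = DMSO wells with peroxide and 100% = DMSO wells without peroxide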
MC4R antag cAMP: MC4R antagonists of cAMP signaling, primary screen, cell-based, TR-FRET, antagonist arm of biased-ligand search. AID 540295, 2011. inhibition, % at 6.5 µM. actives 0.48% (n = 360,000). MC4R-expressing cells, MTII-stimulated cAMP, LANCE TR-FRET;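 active means inhibition above its plate's cutoff, the mean of tested wells on that plate plus 3 SD, cut at about 29% in these data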;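 further: 0% = Melanotan II alone and 100% = Melanotan II plus saturating MCL0020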
Target sequence (P32245 whole entry, looked up): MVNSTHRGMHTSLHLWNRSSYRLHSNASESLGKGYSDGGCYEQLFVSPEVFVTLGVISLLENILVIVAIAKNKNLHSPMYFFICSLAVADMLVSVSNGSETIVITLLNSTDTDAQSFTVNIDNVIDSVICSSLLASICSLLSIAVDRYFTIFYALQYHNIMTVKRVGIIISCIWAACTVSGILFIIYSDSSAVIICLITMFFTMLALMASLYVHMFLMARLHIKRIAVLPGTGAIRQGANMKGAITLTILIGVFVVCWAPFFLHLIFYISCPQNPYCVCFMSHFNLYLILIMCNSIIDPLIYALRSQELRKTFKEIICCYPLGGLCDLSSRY
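Material – human MC4R-expressing U2OS cells · Repeats – no replicates · Detection – TR-FRET with Eu-cAMP and labeled anti-cAMP, 671 nm · Times – compound 30 min, challenge 1 h, detection 1 h · Compound – single nominal compound dose of 6.5 µM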
ABCB6 inh MLPCN: ABCB6 transporter inhibitors, primary screen, K562-ABCB6 cells, flow cytometry, MLPCN library; K562-ABCB6 porphyrin accumulation, 1 h; stronger effect = lower value; fluorescence ratio to DMSO, % at 10 µM; actives 0.19% (n = 360,000); AID 602162, 2011;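 active means fluorescence ratio to DMSO below 75%, the collection mean minus 3 SD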;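 further: signal is porphyrin accumulated inside mitochondria; 100% equals median channel fluorescence of DMSO control wells; lower ratio means ABCB6 inhibition with less porphyrin fluorescence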
HTR2A ag: mouse Htr2a agonists via beta-arrestin recruitment, primary screen, cell-based, luminescence; CHO-K1 mHTR2A beta-arrestin complementation; percent of 30 µM serotonin response; activation, % at 7.6 µM; actives 0.66% (n = 360,000);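 active means activation above a run cutoff, the mean activation of all tested compounds plus 3 SD, cut at about 14% in these data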;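 further: 0% = plate median of compound wells and 100% = 30 µM serotonin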
Target sequence (P35363 whole entry, looked up): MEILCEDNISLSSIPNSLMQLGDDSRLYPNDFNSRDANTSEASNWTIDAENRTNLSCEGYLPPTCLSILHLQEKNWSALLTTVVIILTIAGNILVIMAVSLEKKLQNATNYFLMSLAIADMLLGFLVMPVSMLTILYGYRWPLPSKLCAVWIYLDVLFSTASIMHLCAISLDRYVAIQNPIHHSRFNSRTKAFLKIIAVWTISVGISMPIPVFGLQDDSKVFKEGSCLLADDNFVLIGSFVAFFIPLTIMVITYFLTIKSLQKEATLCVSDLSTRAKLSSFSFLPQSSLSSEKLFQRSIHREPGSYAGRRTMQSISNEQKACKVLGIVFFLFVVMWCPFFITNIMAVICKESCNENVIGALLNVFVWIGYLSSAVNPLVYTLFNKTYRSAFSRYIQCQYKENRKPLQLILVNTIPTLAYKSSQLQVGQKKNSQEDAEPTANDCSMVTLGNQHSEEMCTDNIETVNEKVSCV
NOD2 RIPK2 PPI: NOD2-RIPK2 binding disruptors in cells, primary screen, fluorescence, CHO cells, BLA complementation | actives 0.38% (n = 360,000) | AID 624267, 2012 | CCF4 ratio | inhibition, % at 4.98 µM; in the data active means inhibition above about 21%;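 further: 0% = vehicle only and 100% = reference blocker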
MC4R ag barr: MC4R agonists recruiting beta-arrestin, primary screen, cell-based, luminescence, agonist arm of biased-ligand search | Melanocortin receptor 4 (Homo sapiens), P32245 | U2OS MC4R beta-arrestin complementation; percent of melanotan II response, DMSO zero | activation, % at 8.9 µM | actives 0.98% (n = 360,000);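 active means activation above a per-plate cutoff, the mean activation of sample wells on that plate plus 3 SD, cut at about 8% in these data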
N-glyco inh: increase of ERlucT glycosylation luciferase signal, primary screen, N-linked glycosylation inhibitor project, D54 ERlucT cells, luminescence, set 2; reporter increase, % at 12.5 µM; AID 588692, 2011; D54 ERlucT glycosylation luciferase reporter, 24 h; percent of 100 nM tunicamycin response; actives 0.23% (n = 360,000);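 active means mean luciferase reporter signal, scaled so untreated is 0 and the glycosylation-blocking control 100, at or above a set limit in every replicate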;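 further: luciferase carries N-glycosylation sites so blocking glycosylation raises the light; 0% = median of neutral control wells and 100% = median of 100 nM tunicamycin wells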
SRC2 inh: inhibition of GAL4-SRC2 driven luciferase reporter, primary screen, SRC2 inhibitor project, cell-based, luminescence; actives 0.17% (n = 370,000); HEK293 GAL4-SRC2 luciferase reporter; Nuclear receptor coactivator 2 (Homo sapiens), Q15596; inhibition, % at 9 µM;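 active means inhibition above the mean inhibition of all tested compounds plus 3 SD, set per campaign, cut at about 52% in these data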;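 further: 0% = DMSO treated cells and 100% = cells given Gossypol at 36 µM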
* hit, by the source's call; / = no result given. A portion of the library (hit frequency here may not be typical).

SMILES	TLR9-MyD88 inh	ABHD5 PLIN5 PPI	Cardio protect	MC4R antag cAMP	ABCB6 inh MLPCN	HTR2A ag	NOD2 RIPK2 PPI	MC4R ag barr	N-glyco inh	SRC2 inh
CCN1CCN(C(=O)CN2C(=O)c3cccc4cccc2c34)CC1	8	1	12	-4	97	-3	2	-1.8	0	-41
Cc1ccc(S(=O)(=O)N2CCN(C(=O)c3ccc(-n4cncn4)c([N+](=O)[O-])c3)CC2)c(C)c1	1	10	-17	2	100	2	-9	0.1	0	14
CC1CCC/C(=N\NS(=O)(=O)c2ccccc2)C1 (stereo not given)	0	2	5	37*	100	3	-11	2.4	0	-26
O=S(=O)(CCSc1nc2ccccc2s1)c1nc2ccccc2s1	-2	9	-20	9	92	-2	10	-2.8	-9	14
CCCCN(C)CCCNC(=O)CN1C(=O)COc2ccc(S(=O)(=O)N3CCOCC3)cc21	-4	-1	1	2	104	-1	-1	-2.8	0	11
Cc1ccccc1-n1c(SCC(=O)NCC2CCCO2)nc2c([nH]c3ccccc32)c1=O (stereo not given)	-15	-4	1	7	95	-22	-7	-9.9	-3	-3
Cc1ccc(C)c(NC(=O)CSc2nnc(-c3ccccc3C)o2)c1	6	-4	-6	-2	86	-2	-13	-0.7	0	8
CCn1c(=O)n(CC)c2cc(N3CCCC3)c(NC(=O)c3cccc(OC)c3)cc21	-7	-7	18	0	100	5	-5	0.4	7	7
Cc1c(C(=O)OC2CCCC2C)[nH]c2c1C(=O)CCC2 (stereo not given)	6	1	8	4	99	-5	9	-1.3	-6	-19
O=c1ccc2c([nH]1)CCCCCCCCCC2	-6	5	-3	-2	107	6	2	2.0	-1	21

Reformatted as a markdown table: entries from further up
| smiles | TLR9-MyD88 inh | ABHD5 PLIN5 PPI | Cardio protect | MC4R antag cAMP | ABCB6 inh MLPCN | HTR2A ag | NOD2 RIPK2 PPI | MC4R ag barr | N-glyco inh | SRC2 inh |
| --- | --- | --- | --- | --- | --- | --- | --- | --- | --- | --- |
| CCN1CCN(C(=O)CN2C(=O)c3cccc4cccc2c34)CC1 | 8 | 1 | 12 | -4 | 97 | -3 | 2 | -1.8 | 0 | -41 |
| CCCCN(C)CCCNC(=O)CN1C(=O)COc2ccc(S(=O)(=O)N3CCOCC3)cc21 | -4 | -1 | 1 | 2 | 104 | -1 | -1 | -2.8 | 0 | 11 |
| CCn1c(=O)n(CC)c2cc(N3CCCC3)c(NC(=O)c3cccc(OC)c3)cc21 | -7 | -7 | 18 | 0 | 100 | 5 | -5 | 0.4 | 7 | 7 |

Remaining list, next part.
SMILES	TLR9-MyD88 inh	ABHD5 PLIN5 PPI	Cardio protect	MC4R antag cAMP	ABCB6 inh MLPCN	HTR2A ag	NOD2 RIPK2 PPI	MC4R ag barr	N-glyco inh	SRC2 inh
CC(C)(C)OC(=O)CNC(=O)c1[nH]cnc1C(=O)Nc1ccc(Cl)cc1	-7	-1	29	5	83	-4	4	-0.7	2	2
COc1cc(C(=O)OCC(=O)N2CCCCC2C)cc(NC(=O)c2cccs2)c1OC (stereo not given)	1	0	42	3	99	4	-13	-0.3	-4	-3
Cc1cc(C(=O)NNC(=O)/C=C/c2ccco2)c(C)o1	5	42*	-4	5	100	10	-8	-0.2	1	7
O=C(NNC(=S)Nc1ccccc1Cl)c1ccccc1Cl	-13	-5	-5	4	95	-2	-14	-3.3	-2	-17
CCOC(=O)c1c(NC(=O)CN2C(=O)CN(C)C2=O)sc(C)c1C	3	-5	6	7	105	-3	-2	-2.8	2	16
Cc1ccc(-n2c(Cc3ccccc3)n[nH]c2=S)c(C)c1	-5	-1	-1	23	99	1	-5	-0.8	1	9
Cc1ccc2c(c1)cc(CN(Cc1cccnc1)C(=O)NCc1ccccc1)c1nnnn12	-2	2	16	11	98	-2	3	1.6	-2	-25
O=C(Nc1ccc2oc(-c3ccccc3)nc2c1)c1ccccc1F	2	1	-7	7	90	-2	3	-0.1	-3	-50
COc1ccccc1NS(=O)(=O)c1cc(NC(=O)c2ccc(NC(C)=O)cc2)ccc1N1CCOCC1	-11	-1	22	15	93	4	5	-1.3	-1	-17
CCOc1ccccc1C(=O)NCC(=O)NNC(=O)c1csc(N2CCOCC2)n1	-8	0	-4	9	97	0	-5	-0.7	1	-7

Quoted at random: 7 compounds from above, in no set order.
SMILES	TLR9-MyD88 inh	ABHD5 PLIN5 PPI	Cardio protect	MC4R antag cAMP	ABCB6 inh MLPCN	HTR2A ag	NOD2 RIPK2 PPI	MC4R ag barr	N-glyco inh	SRC2 inh
O=C(NNC(=S)Nc1ccccc1Cl)c1ccccc1Cl	-13	-5	-5	4	95	-2	-14	-3.3	-2	-17
COc1cc(C(=O)OCC(=O)N2CCCCC2C)cc(NC(=O)c2cccs2)c1OC (stereo not given)	1	0	42	3	99	4	-13	-0.3	-4	-3
O=C(Nc1ccc2oc(-c3ccccc3)nc2c1)c1ccccc1F	2	1	-7	7	90	-2	3	-0.1	-3	-50
CCOC(=O)c1c(NC(=O)CN2C(=O)CN(C)C2=O)sc(C)c1C	3	-5	6	7	105	-3	-2	-2.8	2	16
CC(C)(C)OC(=O)CNC(=O)c1[nH]cnc1C(=O)Nc1ccc(Cl)cc1	-7	-1	29	5	83	-4	4	-0.7	2	2
CCOc1ccccc1C(=O)NCC(=O)NNC(=O)c1csc(N2CCOCC2)n1	-8	0	-4	9	97	0	-5	-0.7	1	-7
Cc1ccc2c(c1)cc(CN(Cc1cccnc1)C(=O)NCc1ccccc1)c1nnnn12	-2	2	16	11	98	-2	3	1.6	-2	-25

More records:
SMILES	TLR9-MyD88 inh	ABHD5 PLIN5 PPI	Cardio protect	MC4R antag cAMP	ABCB6 inh MLPCN	HTR2A ag	NOD2 RIPK2 PPI	MC4R ag barr	N-glyco inh	SRC2 inh
COc1cccc(/C=C/C(=O)Oc2ccc(C(=O)c3ccc(F)cc3)cc2)c1	6	4	1	5	104	10	5	-0.4	-2	-5
CC(=O)Nc1ccc(S(=O)(=O)N2CCC(NC(=O)c3ccco3)CC2)cc1	-13	3	7	5	98	1	-6	-1.1	-1	-17
COc1ccccc1-c1oc2ccccc2c1C#CC1(O)CCCCC1	-9	-11	-2	-4	95	0	-6	-0.1	0	-8
COc1ccc(C)cc1Nc1nc(C)nc2c1oc1ccccc12	-3	-7	-3	-2	100	3	-14	7.0	-8	-37
COc1ccc(C(=O)OCCN2C(=O)c3ccccc3C2=O)cc1OC	-5	4	14	6	97	5	-2	1.4	0	-12
COc1ccc(C(=O)N(c2ccccn2)C2CCCCC2)c(OC)c1	5	0	-2	13	98	-3	0	-0.6	2	0
Cc1cc(O)c2c(c1)C(=O)[C@@]13Oc4c5c(c(O)c6c(O)cc(C)cc46)C(=O)C[C@H](O)[C@H]5[C@@H]1[C@@H](O)CC(=O)C3=C2O	-1	4	-1	2	103	1	-24	-0.7	2	/
Cc1nnsc1C(=O)NC1CCCc2c1cnn2-c1cc(F)cc(F)c1 (stereo not given)	-6	-2	2	-4	104	5	0	-4.5	0	-7
O=[N+]([O-])c1ccc(Cl)c(/C=N/N2CCN(Cc3ccc(Cl)cc3)CC2)c1	2	-8	-5	3	93	-3	8	-1.0	-3	-10
O=C(c1ccccc1F)N(Cc1cccs1)C1CCS(=O)(=O)C1 (stereo not given)	4	9	-2	-3	165	0	-14	0.7	2	-1
O=c1[nH][nH]c(-c2ccccc2O)c1C(C[N+](=O)[O-])c1ccc(Cl)cc1Cl (stereo not given)	-10	1	6	8	99	1	-3	-1.2	0	15
CCN(CC)CCC#CC1(O)c2ccccc2-c2ccccc21	-7	-1	10	9	99	-3	-5	1.1	-1	-30
COc1ccc(/C=C/C(=O)NC(=S)Nc2ccc(S(=O)(=O)N=C(N)N)cc2)cc1OC	-5	6	6	5	96	4	-4	1.1	-1	-18
CCOC(=O)N1CCC(Nc2c(N3CCN(c4cc(Cl)ccc4C)CC3)c(=O)c2=O)CC1	2	-3	-2	21	97	-3	4	0.0	1	0
Cn1c(SCC(=O)O)nc2ccccc2c1=O	-2	3	2	-2	101	0	2	-0.4	2	-11
CCCc1cc(C(=O)Nc2ccc(F)c(Cl)c2)no1	3	7	-2	-11	115	-2	-7	1.0	-2	-42
C/C(=N\Nc1ccc(F)cc1F)c1ccc(Br)s1	-3	0	-9	15	96	0	-3	3.5	-1	-8
COc1cccc(CNc2nc3cc(-c4ccccc4CO)sc3c(=O)n2C)c1	/	8	-1	1	93	7	-5	-0.4	1	9
CC1CCN(C(=O)C2CCC(CNS(=O)(=O)c3cccc4cccnc34)CC2)CC1 (stereo not given)	-6	-1	-1	-1	101	0	11	0.6	-6	-2
O=S1(=O)CCC(NC(=S)N2CCCCCC2)C1 (stereo not given)	11	5	15	7	99	5	-1	-0.6	2	-34
COc1cccc(CN2CCNC(=O)C2CC(=O)NCCc2ccccn2)c1 (stereo not given)	-1	1	5	5	109	-3	-2	-3.7	0	-4
CCN(CC)Cc1cc(C(C)=O)ccc1O	-2	3	4	4	101	5	-4	-1.2	1	-4
Cc1nn(Cc2ccc(Cl)cc2)c2sc(C(=O)OCC(N)=O)cc12	-8	13	-9	0	93	2	0	-0.6	-1	-20
Cn1c(Nc2ccccc2)cc(=O)n(C)c1=O	4	-7	0	-6	97	-4	1	-1.1	3	-1
Cc1ccc(-c2nc3c(=O)n(-c4ccccc4)c4c(c(=O)n(C)c(=O)n4C)c3o2)cc1	/	4	2	4	96	1	-11	1.0	-2	-3
O=C(CCCSc1nnc(SCCCC(=O)c2ccc(F)cc2)s1)c1ccc(F)cc1	2	-2	-5	10	94	-5	0	2.1	-4	7
COc1ccc(CNC(=O)C(=O)NC2CC(C)(C)NC(C)(C)C2)cc1	-6	-4	6	3	100	6	-1	-3.4	1	-32
O=C(CSc1nnc(NC(=O)c2ccccc2C(=O)O)s1)Nc1ccccc1Cl	3	-4	3	2	103	-3	-1	-0.5	0	-11
CN(C)CCC(O)c1ccccc1 (stereo not given)	-12	-4	4	4	97	-4	1	-1.3	-1	-8
Cc1ccc(C(C)NC(=O)c2cccs2)cc1C (stereo not given)	-5	1	-2	11	103	-3	-11	3.5	-2	25
CCN1C(=O)/C(=C\c2cccs2)C(C(=O)OC)=C1C	-3	1	9	-11	97	4	1	3.1	2	-5
CC(=O)Nc1ccc(S(=O)(=O)N2CCC(NC(=O)C(Cc3cccn3C)NC(C)=O)CC2)cc1 (stereo not given)	6	23*	-2	7	94	10	-1	0.1	1	17
Cc1cnc(C)c(N(C)NC(=S)Nc2ccccc2)n1	-2	3	4	1	87	1	3	1.5	2	2

High-throughput results from PubChem.
